Assay outcomes as filed in PubChem BioAssay.
SARS 3CLpro inh = SARS-CoV 3CLpro protease inhibition | hit rate 0.14% among 290,000 | recombinant SARS-CoV 3CLpro, quenched FRET peptide cleavage | inhibition, % at 6 µM | P0C6X7 | AID 1706; in the data active means inhibition above about 12%
Anthrax LF inh2 = inhibitors of Bacillus anthracis lethal factor protease. P15917. multiplex microsphere protease cleavage assay, LF. inhibition, % at 10 µM. hit rate 0.12% among 360,000; in the data active means inhibition above about 30%; further: plate controls were buffer without enzyme for full effect and enzyme alone for no effect
Rv3671c protease = Rv3671c (M. tuberculosis) protease inhibition; P9WHR9; inhibition, % at 5.96 µM; hit rate 0.048% among 320,000; AID 2606; in the data active means inhibition above about 38%;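 further: extracellular domain of Rv3671c used as enzyme; 0% = enzyme with DMSO and 100% = no enzyme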
Y pestis TopoI = Y. pestis Topo-I inhibition via cleavage products. Y. pestis Topo-I cleavage product accumulation, plate reader. AID 504884. activity, % at 10 µM. hit rate 0.064% among 360,000; in the data active means activity above about 50%, passing the limit was not always enough; further: inactives centre near 2
VHR inh abs = blocks human VHR1 dual specificity phosphatase; hit rate 0.52% among 290,000; P51452; inhibition, % at 13.3 µM; recombinant VHR phosphatase, pNPP absorbance; in the data active means inhibition above about 50%; further: some compounds called inactive have numbers as strong as hits
PfHsp40 rescue = restores yeast growth despite PfHsp40 toxicity; hit rate 0.68% among 340,000; S. cerevisiae expressing PfHsp40, growth rescue, ATP luminescence; growth rescue, % at 12.5 µM; in the data active means growth rescue above about 28%, passing the limit was not always enough;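 further: yeast W303a lacking pdr1 and pdr3 grown in galactose medium; growth measured after three days at 30 °C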
TcdB GH inh = inhibitors of Clostridioides difficile toxin B glycohydrolase. P18177. inhibition, % at 9.99 µM. hit rate 0.24% among 350,000. AID 652162. TcdB glycohydrolase enzymatic assay, plate reader; in the data active means inhibition above about 10%
Target sequence (P18177 whole entry, looked up): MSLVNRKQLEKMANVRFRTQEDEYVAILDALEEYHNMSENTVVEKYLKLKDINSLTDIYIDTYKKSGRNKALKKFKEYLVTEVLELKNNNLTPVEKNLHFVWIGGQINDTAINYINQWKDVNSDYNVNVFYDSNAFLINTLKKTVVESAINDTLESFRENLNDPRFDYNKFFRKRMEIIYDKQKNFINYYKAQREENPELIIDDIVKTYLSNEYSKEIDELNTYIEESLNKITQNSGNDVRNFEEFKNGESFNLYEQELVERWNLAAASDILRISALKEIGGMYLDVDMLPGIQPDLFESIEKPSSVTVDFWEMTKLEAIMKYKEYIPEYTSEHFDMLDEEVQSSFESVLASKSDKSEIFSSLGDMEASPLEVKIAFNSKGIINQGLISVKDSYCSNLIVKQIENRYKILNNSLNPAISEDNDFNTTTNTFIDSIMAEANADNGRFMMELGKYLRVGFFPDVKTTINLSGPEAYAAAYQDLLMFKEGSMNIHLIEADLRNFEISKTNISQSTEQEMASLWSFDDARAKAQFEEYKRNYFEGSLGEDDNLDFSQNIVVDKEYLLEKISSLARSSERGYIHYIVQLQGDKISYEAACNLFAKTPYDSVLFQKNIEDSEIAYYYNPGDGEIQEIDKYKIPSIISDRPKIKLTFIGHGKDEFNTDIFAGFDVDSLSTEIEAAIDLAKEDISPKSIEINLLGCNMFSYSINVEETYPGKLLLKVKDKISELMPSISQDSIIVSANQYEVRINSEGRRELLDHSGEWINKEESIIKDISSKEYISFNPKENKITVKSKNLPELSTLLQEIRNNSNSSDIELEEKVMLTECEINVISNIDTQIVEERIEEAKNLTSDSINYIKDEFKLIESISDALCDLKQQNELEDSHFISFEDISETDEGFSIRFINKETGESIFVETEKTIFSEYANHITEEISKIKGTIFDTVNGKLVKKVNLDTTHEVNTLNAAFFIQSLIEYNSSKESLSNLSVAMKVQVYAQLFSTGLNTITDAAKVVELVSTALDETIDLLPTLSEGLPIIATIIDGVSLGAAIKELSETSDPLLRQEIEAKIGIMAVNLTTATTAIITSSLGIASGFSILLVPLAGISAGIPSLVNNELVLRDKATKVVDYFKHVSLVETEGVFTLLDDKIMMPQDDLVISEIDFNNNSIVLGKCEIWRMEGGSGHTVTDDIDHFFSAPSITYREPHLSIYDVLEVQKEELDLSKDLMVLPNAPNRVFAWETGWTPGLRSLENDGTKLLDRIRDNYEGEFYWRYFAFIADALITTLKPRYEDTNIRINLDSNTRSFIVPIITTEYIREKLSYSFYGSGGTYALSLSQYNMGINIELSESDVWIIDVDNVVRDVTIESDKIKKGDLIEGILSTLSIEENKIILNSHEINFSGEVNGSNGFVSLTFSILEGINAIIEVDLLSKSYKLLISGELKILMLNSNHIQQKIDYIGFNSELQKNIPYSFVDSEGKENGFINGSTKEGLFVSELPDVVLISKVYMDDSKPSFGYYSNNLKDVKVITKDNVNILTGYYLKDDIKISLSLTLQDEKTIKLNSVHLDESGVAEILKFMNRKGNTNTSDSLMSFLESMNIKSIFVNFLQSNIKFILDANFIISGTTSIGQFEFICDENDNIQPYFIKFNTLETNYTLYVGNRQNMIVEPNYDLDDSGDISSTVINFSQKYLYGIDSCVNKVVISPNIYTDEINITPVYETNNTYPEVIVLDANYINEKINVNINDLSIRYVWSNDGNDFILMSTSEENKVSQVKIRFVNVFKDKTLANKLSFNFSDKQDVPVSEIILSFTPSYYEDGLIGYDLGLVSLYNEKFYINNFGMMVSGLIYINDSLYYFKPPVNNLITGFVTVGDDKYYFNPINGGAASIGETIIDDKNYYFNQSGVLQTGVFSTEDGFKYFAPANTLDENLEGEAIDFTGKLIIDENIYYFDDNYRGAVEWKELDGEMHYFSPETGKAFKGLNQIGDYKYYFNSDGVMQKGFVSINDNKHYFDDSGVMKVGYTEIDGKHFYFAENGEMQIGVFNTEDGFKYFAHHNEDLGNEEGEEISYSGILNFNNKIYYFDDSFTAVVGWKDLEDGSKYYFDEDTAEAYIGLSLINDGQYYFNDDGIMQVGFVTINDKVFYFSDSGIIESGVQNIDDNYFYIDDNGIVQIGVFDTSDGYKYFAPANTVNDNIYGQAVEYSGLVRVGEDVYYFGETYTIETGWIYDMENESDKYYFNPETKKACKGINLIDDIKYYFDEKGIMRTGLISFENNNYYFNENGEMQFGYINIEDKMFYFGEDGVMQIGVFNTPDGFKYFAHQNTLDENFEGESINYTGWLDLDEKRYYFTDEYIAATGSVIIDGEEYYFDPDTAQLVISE
PriA SSB inh = inhibitors of Klebsiella pneumoniae PriA binding to SSB C-terminal tail; AlphaScreen SSBct-PriA binding, biotinylated peptide; inhibition, % at 33 µM; hit rate 0.6% among 430,000; in the data active means inhibition mostly above about 37%, no sharp cut-off; inactive means mostly below about 20%;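 further: plate controls were negative control peptide for no effect and reference peptide for full effect; strong numbers were not always called active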
BH1578 lux ind = quorum light induction in luxS cqsA deficient V. cholerae; V. cholerae BH1578 lux reporter, luminescence, 6 h; activation, % at 18.7 µM; hit rate 0.16% among 350,000; in the data active means activation mostly above about 9.7%, no sharp cut-off; further: not every result past the cut was called active; inactives centre near 0; reference of the scale not given here
MazF activator = activators of E. coli MazEF toxin-antitoxin RNase. AID 504720. activation, % at 20 µM. P0AE70. hit rate 0.32% among 350,000. FAM/BHQ RNA-DNA oligo cleavage fluorescence, 5 h; in the data active means activation above about 50%
Starred values were filed as active, the others as inactive; i = inactive; . = no result given; & = joins results of further samples.

Values run as follows: SARS 3CLpro inh	Anthrax LF inh2	Rv3671c protease	Y pestis TopoI	VHR inh abs	PfHsp40 rescue	TcdB GH inh	PriA SSB inh	BH1578 lux ind	MazF activator
> Cc1cccc(NC(=O)COC(=O)c2ccccc2-c2nc3ccccc3s2)c1C
    4	-3	-9	4	3	6.8	1.7	-15	i	3
> O=C(c1ccc(S(=O)(=O)N2CCCC2)cc1)N(c1ccccc1)C1C=CS(=O)(=O)C1 (stereo unspecified)
    -1	1	-3	2	14	0.8	0.3	8&-2	i	4
> CCc1nc2ccc(C(=O)N(C)CC(=O)Nc3ccc(F)c(F)c3F)cc2nc1CC
    .	-2	.	-7	.	0.4	-2.7	-13	i	6
> CCOc1ccccc1N1CCN(C(=O)c2c(-c3c(F)cccc3Cl)noc2C)CC1
    1	4	-1	19	14	-0.3	1.0	3	i	1
> O=C(COc1ccc2c(-c3ccccc3)cc(=O)oc2c1)N[C@@H](Cc1c[nH]c2ccc(O)cc12)C(=O)O
    3	-11	-4	-3	20	0.2	-0.4	4	-0.4	-3
> CC(C)CNC(=S)NC1CC2CCCC(C1)N2Cc1cccs1 (stereo unspecified)
    -6	1	-2	5	-4	-1.0	-0.8	-2	-0.4	-1
> O=C(NCCCN1CCCC1=O)c1cc(-c2cccnc2)nc2ccc(Cl)cc12
    0	4	4	2	16	2.1	0.8	-9	i	1
> O=C(NCCc1ccccc1)c1ccc2c(c1)S(=O)(=O)c1cc(Cl)ccc1C2=O
    .	2	-6	0	.	1.2	1.2	-2	i	9
> CCOC(=O)COn1c(=O)c(-c2ccc(OC)cc2)[n+]([O-])c2ccccc21
    1	11	2	1	.	0.4	1.3	-8	i	3
> O=C1CN(C(=O)COc2ccc(Br)cc2F)c2ccccc2N1
    4	0	-6	11	-4	-0.8	.	-4	i	3
> CCCN(CCC)C(=O)Nc1cc(Cl)ccc1OC
    4	-9	6	4	0	-1.1	0.5	-24	2.3	2
> Cc1cc(Cl)ccc1NC(=O)/C=N/O
    -3	14	2	-1	9	0.0	-0.5	i	i	-4
> COc1c(C)cc(C(=O)C2CCCN(C(=O)c3cc(C)nc(C)n3)C2)cc1C (stereo unspecified)
    -4	7	-4	-2	4	-1.7	0.3	-5	0.1	7
> Cc1cc(S(=O)(=O)N2CCN(c3ccc(F)cc3)CC2)c(C)s1
    1	-5	1	33	13	1.3	0.4	-12	-0.6	3
> CC(=O)NC1=C(C#N)C(c2ccccc2)c2c(ccc3ccccc23)O1 (stereo unspecified)
    6	2	-15	11	22	-0.7	.	11	i	-7
> COCCNc1nc(C(C)(C)C)nc2c1nnn2Cc1ccccc1Cl
    2	-1	3	24	2	-0.7	.	7	i	-5
> O=C1NC(Nc2ccccn2)(C(F)(F)F)C(=O)N1c1ccc(F)cc1 (stereo unspecified)
    1	2	-6	1	18	-1.0	0.2	1	-0.3	5
> CC(=O)Nc1ccc(NC(=O)CNC(=O)COc2ccccc2)cc1
    0	-16	-4	0	29	-1.6	0.6	3	i	-4
> COC(=O)c1ccc(NC(=O)C2CCCN2S(=O)(=O)c2ccc(C)cc2)cc1 (stereo unspecified)
    3	-8	3	8	43	6.8	1.6	6&-1&-15	-0.4	-2
> O=C(CN1C(=O)NC2(CCc3ccccc32)C1=O)c1ccc(Br)s1 (stereo unspecified)
    .	2	-9	-8	.	-1.3	9.2	3	-0.7	-1
> O=C(Nc1ccc2[nH]c(=O)[nH]c2c1)c1ccc(Br)o1
    -4	-5	-1	2	24	0.7	-2.7	0	i	7
> Cn1c(N)c(C(=O)COC(=O)CCc2c[nH]c3ccccc23)c(=O)n(C)c1=O
    -2	2	7	-10	22	0.3	.	3	i	-1
> CC(C)CC(=O)NC1(C(F)(F)F)C(=O)Nc2c1c(=O)[nH]c(=O)n2Cc1ccco1 (stereo unspecified)
    -1	-3	-2	-3	-10	-0.8	-1.1	-8	i	-1
> CC[C@@H]1CCCCc2ccccc2[C@@H](C(=O)C[C@H](O)CC(C)=O)OC1=O
    .	-5	1	-2	.	1.6	-0.1	-14	-1.6	1
> COc1cccc(Oc2ccc(N)cn2)c1
    -3	-4	-4	-11	13	0.0	.	-8	-0.1	3
> CCOc1ccccc1NC(=O)C(C)N1C(=O)c2ccccc2S1(=O)=O (stereo unspecified)
    .	5	-2	18	.	0.8	2.9	-17	1.9	-1
> Cc1cc(Br)c(NC(=O)CN(C)CCOc2ccccc2)c(Br)c1
    2	-2	-7	11	20	-0.9	-0.1	-18	i	9
> O=C(O)/C=C/C(=O)N1CCN(S(=O)(=O)c2cccc(C(F)(F)F)c2)CC1
    5	-2	0	-5	40	-1.7	-0.2	-1	-0.4	8
> CC(=O)c1ccc(OCCCC(=O)NNC(=O)c2ccccn2)cc1
    .	4	-2	-1	.	-0.6	1.1	6	i	-3
> CNC(=O)N(C1=NCC(C)(C)S1)c1ccc(F)c(Cl)c1
    -1	-5	8	26	21	0.3	-4.7	-3	-1.6	3
> COC(=O)Cc1csc(Nc2c(C)n(C)n(-c3ccccc3)c2=O)n1
    -3	-4	-3	2	5	-0.9	.	-12	i	7
> CCCN1C(=O)/C(=C/C=C2\N(CC)c3ccccc3C2(C)C)SC1=S
    -2	3	-1	7	10	0.8	.	5	-0.3	-873
> C=CCN1C(=O)C(Cc2ccc(OC)cc2)S/C1=N/N=C/c1ccco1 (stereo unspecified)
    -1	1	0	19	-1	1.4	.	.	-1.0	-14
> Cc1cc2oc(=O)cc(-c3ccccc3)c2c(C)c1-c1ccc(O)cc1
    .	2	.	11	.	5.0	-3.8	-13	-0.6	16
> O=C(CNC(=O)C12CC3CC(CC(C3)C1)C2)N1CCN(S(=O)(=O)/C=C/c2ccccc2)CC1
    0	-2	-4	35	0	-0.9	1.0	-9	-1.0	3
> FC(F)(F)c1cccnc1N1CCN(c2ncnc3nc[nH]c23)CC1
    1	8	2	11	36	-0.8	0.6	-9&-20	-0.2	5
> COc1ccc(OC)c(C=Cc2ccc([N+](=O)[O-])cc2)c1
    .	18	.	2	.	.	0.8	.	1.4	-13
> CC(=O)Nc1ccccc1OC(=O)N1CCOCC1
    0	0	5	7	-16	0.7	.	-4	-0.2	6
> CC(=O)N(CC(=O)Nc1sc(C)c(C)c1C(N)=O)Cc1ccccc1
    4	4	3	3	20	0.7	0.3	10	-0.3	18
> Cc1cc(OCC[N+]2(C)CCCCC2)nc2ccccc12
    -2	.	4	-6	11	0.7	.	-7	4.0	1

Full records, looked up by structure. Order of screens: SARS 3CLpro inh	Anthrax LF inh2	Rv3671c protease	Y pestis TopoI	VHR inh abs	PfHsp40 rescue	TcdB GH inh	PriA SSB inh	BH1578 lux ind	MazF activator
Profile of COc1cccc(Oc2ccc(N)cn2)c1 : -3	-4	-4	-11	13	0.0	.	-8	-0.1	3
Profile of CC(C)CC(=O)NC1(C(F)(F)F)C(=O)Nc2c1c(=O)[nH]c(=O)n2Cc1ccco1 (stereo unspecified) : -1	-3	-2	-3	-10	-0.8	-1.1	-8	i	-1
Profile of O=C(O)/C=C/C(=O)N1CCN(S(=O)(=O)c2cccc(C(F)(F)F)c2)CC1 : 5	-2	0	-5	40	-1.7	-0.2	-1	-0.4	8

Later entries.
Values run as follows: SARS 3CLpro inh	Anthrax LF inh2	Rv3671c protease	Y pestis TopoI	VHR inh abs	PfHsp40 rescue	TcdB GH inh	PriA SSB inh	BH1578 lux ind	MazF activator
> CCN1CCc2nc3ccccc3c(C(=O)Nc3ccc(F)cc3)c2C1
    -3	-2	-9	-5	-3	-0.4	1.6	-10	i	-1
> COc1ccc(C(=O)c2ccc([N+](=O)[O-])cc2)cc1S(=O)(=O)N1CCC(C(=O)O)CC1
    0	-2	-6	-2	-4	3.9	0.3	-15	i	3
> O=C(c1cccc(C(=O)N2CCN(c3ncccn3)CC2)c1)N1CCN(c2ncccn2)CC1
    7	-1	-1	-3	0	-0.7	.	1	.	3
> O=C1Cc2ccccc2Sc2ccc(Cl)cc21
    4	-3	2	-6	12	0.6	.	-91	i	-9
> CCCCCCCCC(=O)N1CCN(c2cc3c(cc2F)c(=O)c(C(=O)O)cn3CC)CC1
    -1	2	-1	-1	11	-0.1	1.4	-7	-0.8	-7
> O=C(Nc1ccc(N2CCOCC2)c(Cl)c1)C1CCCCC1
    0	12	0	-6	-8	0.3	.	-4	-0.3	1
> Cc1nc2ccccn2c1C(=O)NCC(C)C
    1	0	2	-4	42	3.0	-1.0	-9	i	5
> O=C(c1cc(-c2ccc(F)cc2)on1)N1CCCc2ccccc21
    2	-4	3	21	36	2.5	1.6	-14	-0.4	2
> COc1ccc(CCNC(=O)CCc2cc(OC)c(OC)c(OC)c2)cc1
    -3	-2	-5	2	-5	-0.2	-0.3	7	1.4	-7
> CCOC(=O)C1CCN(C(=O)Cn2nc(C)n3cccc3c2=O)CC1
    2	-3	-5	-7	-7	0.2	0.7	-18	-0.9	2
> CCCCN(C)CCCNC(=O)c1ccc2c(c1)NC(=O)C(N1CCOCC1)S2 (stereo unspecified)
    2	1	2	1	-11	-0.8	.	-8	8.3	5
> O=C(Nc1ccccc1C(=O)N1CCOCC1)C1COc2ccccc2O1 (stereo unspecified)
    1	-5	-3	4	37	-0.7	1.9	-7	-0.5	-1
> CCCCC(=O)NC(=S)Nc1cccc(NC(=O)CC)c1
    1	17	-3	0	14	0.5	.	-15	-0.3	-2
> CCc1cc(=O)oc2cc(OCc3ccc(C(=O)O)o3)ccc12
    1	-2	0	5	2	0.3	-1.5	-11	-0.8	-4
> Cc1ccc(Nc2nc(N)nc(-c3oc4ccccc4c3C)n2)cc1
    -2	0	-3	15	35	2.7	.	0	-1.1	-21
> O=C(O)c1cc2c(cc1Br)OCCCO2
    -1	-1	0	-1	6	-0.2	.	-9	i	-7
> O=C(Nc1ccccc1Cl)c1ccc(S(=O)(=O)N2CCOCC2)cc1
    -1	10	2	3	-3	1.9	1.6	-7	-0.3	5
> Cc1ccn(CCC(=O)N2CCCC(N3CCN(c4ccccc4C)CC3)C2)n1 (stereo unspecified)
    .	2	.	-2	.	.	0.6	.	-0.4	-16
> Cc1cc(NC(=O)CCC(=O)N(Cc2ccco2)C(C(=O)NC2CCCCC2)c2ccccc2)no1 (stereo unspecified)
    1	-4	1	25	35	0.0	.	-3	.	1
> O=C1CC(Cc2ccccc2)C(=O)N1c1ccccn1 (stereo unspecified)
    -6	-4	7	4	21	-0.8	0.5	6	i	2
> COc1cc(CNc2cccc(C(=O)O)c2)cc(Br)c1OCC(=O)NC(C)(C)C
    11	-1	-4	-5	10	0.4	.	-26	-0.3	-1
> COC(=O)C(C(=O)OC)C(C(=O)OC)C(C(=O)OC)C(=O)OC
    -1	2	-1	0	4	0.2	.	4	-0.8	0
> Cc1cccc(NC(=O)c2c(O)c3ccccc3[nH]c2=O)c1
    1	-1	4	4	9	1.2	0.2	-9	-1.4	-6
> CSc1cccc(NC(=S)N(CCC(C)C)C2CCN(C(C)C)CC2)c1
    5	-2	3	-2	29	0.7	1.7	3	-0.4	8
> Cc1cc(N2CCN(C)CC2)nc2ccc(NC(=S)N3CCC4(CC3)OCCO4)cc12
    -2	0	5	3	31	-0.8	1.5	0	-0.6	7
> CC(=O)Nc1cccc(-c2csc(NCc3ccccc3)n2)c1
    1	-2	4	4	-1	0.3	5.1	11	-0.5	0
> C[C@@H]1CN([C@H](C)CO)C(=O)c2cc(NC(=O)Nc3ccc(F)cc3)ccc2O[C@H]1CN(C)C(=O)Nc1ccc(C(F)(F)F)cc1
    .	0	-84	4	.	47*	.	-8	-0.2	-8
> CCC(=NCCc1ccccc1)c1c(O)n(C2CCCCC2)c(=O)[nH]c1=O
    1	0	-6	-1	35	-0.4	.	-3	.	-1
> O=C(CCC(=O)OCC(=O)c1ccc(-c2ccccc2)cc1)Nc1cccc(Cl)c1
    3	.	2	10	20	-0.1	.	-15	-0.3	-19
> Cc1ccc(-c2cc(-c3nnc(SCC(=O)NCC(C)C)n3N)c3ccccc3n2)cc1
    -1	-2	2	18	-10	2.6	.	-1	i	-1

An excerpt. The share of hits here may be higher or lower than overall.
